PhoP GFP inhibition – Inhibition of PhoP regulon, Salmonella typhi GFP reporter cells, confirmation, 4 h (AID 1850). Salmonella Typhi PhoP-promoter GFP reporter, fluorescence, 4 h; higher % means a stronger effect. inhibition, % at 50 µM; hits with a dose series show IC50 in µM. 0.33% of 310,000 active; in the data active = a potency from the dose series; inconclusive = inhibition mostly from about 25% at the one dose, without a potency; inactive = the rest, 99 in 100 with inhibition below about 19%;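 note: 0% = induced wells with vehicle and 100% = uninduced wells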
H1N1 NS1A inhibition – NS1A inhibition, H1N1 influenza, cell based functional assay (AID 504329) | NS1A functional cell-based assay, percent inhibition; higher % means a stronger effect | one-dose inhibition, % at 12.5 µM; IC50 in µM for titrated hits | 0.3% of 340,000 active; in the data active = a potency from the dose series; inconclusive = inhibition above about 27% without an active follow-up result; note: strong numbers were not always called active
H37Rv inhibition – M. tuberculosis growth inhibition, HTS (AID 449762); M. tuberculosis H37Rv growth inhibition, 7H9 media; higher % means a stronger effect; inhibition, % at 25 µM; hits with a dose series show IC50 in µM; 0.59% of 330,000 active; in the data active = a potency from the dose series; inconclusive = inhibition above about 70% without an active follow-up result;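 note: bacterial growth assessed after seven days of incubation; strong numbers were not always called active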
VEEV TC-83 Vero – inhibitors of VEEV TC-83 cytopathic effect, confirmation, Vero cells (AID 588727) | Vero cells, VEEV TC-83 cytopathic effect inhibition; higher % means a stronger effect | inhibition, % at 20 µM, or IC50 in µM where a hit was titrated | 0.13% of 350,000 active; in the data active = a potency from the dose series; inconclusive = inhibition mostly from about 14% at the one dose, without a potency; inactive = the rest, 99 in 100 with inhibition below about 12%; note: strong numbers were not always called active
M. tuberculosis – growth inhibition of non-replicating M. tuberculosis (AID 488890) | Mycobacterium tuberculosis non-replicating, growth inhibition; higher % means a stronger effect | inhibition, % at 25 µM, or IC50 in µM where a hit was titrated | 0.39% of 320,000 active; in the data active = a potency from the dose series; inconclusive = inhibition mostly from about 82% at the one dose, without a potency; inactive = the rest, 99 in 100 with inhibition below about 76%;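 note: plate controls were DMSO cells for no effect and high antibiotic wells for full effect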
VEEV TC-83 Vero 10K pilot screen – second read-out of VEEV TC-83 Vero, no call of its own (marks repeat the call); inhibition, %; measured here: 10K pilot screen inhibition
* = called active by the depositor; i = inactive; u = inconclusive; x = no result given. Compounds were not picked by outcome; 1.5% or so of the library scored in one or more.

SMILES | PhoP GFP inhibition | H1N1 NS1A inhibition | H37Rv inhibition | VEEV TC-83 Vero | M. tuberculosis | others
COCc1cc(C)nc(N2CCOCC2)c1C#N | x | 4.7% | -4.9% | 1.4% | x
O=C1C2C3C=CC(CC3)C2C(=O)N1c1cccc(Br)c1 (centres undefined) | -3.4% | -8.4% | -3.3% | 1.0% | -10.0%
CCCC(C)NC(=O)c1cccc(Oc2ccccc2)c1 (centres undefined) | 3.4% | 7.2% | -1.0% | 0.9% | 69.0%
CCOc1ccc(S(=O)(=O)NCc2csc(C)n2)cc1 | 5.8% | 0.8% | 9.8% | 0.9% | 4.6%
CCOC(=O)C1CCN(C(=O)c2cccnc2Oc2ccc(Cl)cc2)CC1 | -2.2% | 0.9% | -0.2% | i | 0.5%
Cc1ccc(C)c(N2CCN(S(=O)(=O)c3cn(C)cn3)CC2)c1 | -10.7% | -2.0% | 5.9% | 0.9% | -0.7%
COc1cccc(/C=N/n2c(C3CCCCC3)n[nH]c2=S)c1 | 0.1% | 3.7% | 7.2% | 2.2% | -14.6%
CCOC(=O)C1=NNC2(CC(=O)N(c3cccc(C)c3)C2=O)C1 (centres undefined) | 2.7% | -0.6% | 3.0% | 2.3% | -9.9%
O=C(c1ccc(S(=O)(=O)NCC2CCCO2)cc1)N1CCc2ccccc21 (centres undefined) | 1.1% | -10.2% | -0.3% | i | 8.5%
COc1cccc(CN2CC(C(=O)NC3CCCCCC3)CCC2=O)c1 (centres undefined) | 1.1% | -7.5% | 3.3% | 1.6% | 15.0%
COC(=O)c1[nH]c2ccccc2c1NC(=O)C(C)N1CC(C)OC(C)C1 (centres undefined) | 6.6% | x | -0.1% | 0.1% | -6.3%
O=C(NCCCN1CCOCC1)c1ccc(CS(=O)(=O)c2ccc(Br)cc2)o1 | -3.6% | 9.0% | 1.9% | i | -9.5%
Cc1c(Cl)ccc2sc(NC(=O)c3ccco3)nc12 | -4.3% | 10.2% | 2.8% | 1.0% | 68.9%
CCOc1ccc(CCNC(=O)c2ccc3nc(N4CCOCC4)sc3c2)cc1OCC | 9.4% | -6.1% | 2.5% | 1.8% | 16.3%
COc1cccc(CC(=O)OCC(=O)NNC(=O)c2ccc([N+](=O)[O-])cc2)c1 | -7.2% | -8.6% | -15.7% | 0.1% | -5.4%
O=C(O)C1CC=CCC1C(=O)NNc1c(Cl)cc(Cl)cc1Cl (centres undefined) | -3.5% | -16.6% | 53.2% | 1.2% | 19.9%
S=C(NCc1ccccc1)NCC1COc2ccccc2O1 (centres undefined) | -8.5% | 0.3% | 8.3% | i | 54.7%
N=C1C=CC(=C(c2ccc(N)cc2)c2ccc(N)cc2)C=C1 | x | 6.87µM* | x | 0.9% | x
COC(c1ccccc1)c1nnc(CCC(=O)NC2C3CC4CC(C3)CC2C4)o1 (centres undefined) | -7.9% | 5.8% | -3.4% | 0.6% | 14.0%
CCOC(=O)c1cnc2c(C)cccc2c1Nc1ccc(N2CCOCC2)cc1 | -7.7% | x | 46.0% | x | 10.1%
CCCCCCCOC(=O)C1=C(C)Nc2ncnn2C1c1cccs1 (centres undefined) | 3.2% | 0.7% | -8.6% | i | 20.3%
COc1ccc(C(=O)OCC(=O)NC(C)CCc2ccccc2)c(OC)c1 (centres undefined) | -3.0% | -1.3% | 1.5% | 0.8% | 20.7%
O=C(NCC(c1ccco1)N1CCc2ccccc2C1)c1ccc(Cl)c([N+](=O)[O-])c1 (centres undefined) | 2.9% | -9.4% | 49.5% | 2.6% | 15.2%
COc1ccc(OC)c(/C=N/NC(=O)c2cc[n+](Cc3ccccc3)cc2)c1 | -6.3% | -4.7% | 13.2% | 2.3% | 55.5%
c1ccc(-n2c(SCC3CCCCO3)nnc2-c2cccs2)cc1 (centres undefined) | 1.3% | 9.0% | 9.9% | 0.6% | 13.6%
O=C(Cn1c(C(F)(F)F)nc2ccccc21)c1ccc(F)cc1 | -4.4% | -2.5% | -12.6% | 1.5% | 10.0%
COC(=O)c1cc(CNC(=O)c2ccccc2OCc2c(C)noc2C)ccc1OC | -1.2% | -9.9% | 0.4% | 6.5% | -11.5%
Cc1ccc2c(c1)N(C(=O)CCC(=O)O)CCO2 | -5.5% | -3.1% | 0.0% | i | -9.4% | VEEV TC-83 Vero 10K pilot screen=0.2
O=C(Nc1ccc(Cl)c(Cl)c1)Nc1nnc(CSc2ccccc2)s1 | -4.6% | 10.1% | -3.6% | i | -4.1%
Cc1ccc(NC(=O)[C@H](NC(=O)[C@@H]2Cc3ccccc3CN2)c2ccccc2)cc1C | -14.7% | 16.1% | 17.2% | 2.0% | 6.0%
Fc1ccc(CCNCc2cccc(Cl)c2)cc1 | -1.2% | 1.8% | -1.3% | i | 13.2%
COc1ccccc1C(=O)NCC(=O)NNc1ncnc(N)c1[N+](=O)[O-] | 13.4% | x | -8.8% | x | -4.0%
COc1ccc(/C=N/NC(=O)c2c(-c3ccccc3)noc2C)cc1 | 1.2% | 6.8% | -3.8% | 1.2% | 9.8%
Cc1ccc(-n2c(SCC(=O)N/N=C/c3ccc(C)s3)nnc2-c2ccccc2)cc1 | -4.8% | 3.5% | -5.9% | 1.5% | 47.1%
CC(=O)Nc1ccc(S(=O)(=O)N2CCN(c3nc(NC4CCCC4)c4ccccc4n3)CC2)cc1 | -1.6% | 6.8% | u | 4.2% | 50.0%
CC(C)N(CCCNC(=O)Cn1ncc2c([nH]c3ccccc32)c1=O)Cc1ccccc1 | 0.1% | -4.1% | 3.9% | 3.6% | 6.9%
Cc1ccc(NC2=NCC(=O)N2Cc2ccc3c(c2)OCO3)cc1 | 7.7% | 3.1% | -3.4% | 0.9% | 4.7%
NC(=O)NCC12CC3CC(CC(C3)C1)C2 | -5.4% | 0.3% | 6.3% | 1.5% | x
COc1ccc(CC(=O)Nc2c(C(N)=O)oc3ccccc23)cc1OC | -17.4% | -14.9% | 6.7% | 2.7% | 2.8%
C=C(C)CN(Cc1ccccc1)C(=S)Nc1ccccc1 | -6.9% | -6.4% | 10.2% | i | -2.9%

A run of entries taken from the entries so far, as a working copy:
SMILES | PhoP GFP inhibition | H1N1 NS1A inhibition | H37Rv inhibition | VEEV TC-83 Vero | M. tuberculosis | others
Cc1ccc(-n2c(SCC(=O)N/N=C/c3ccc(C)s3)nnc2-c2ccccc2)cc1 | -4.8% | 3.5% | -5.9% | 1.5% | 47.1%
CC(=O)Nc1ccc(S(=O)(=O)N2CCN(c3nc(NC4CCCC4)c4ccccc4n3)CC2)cc1 | -1.6% | 6.8% | u | 4.2% | 50.0%
CC(C)N(CCCNC(=O)Cn1ncc2c([nH]c3ccccc32)c1=O)Cc1ccccc1 | 0.1% | -4.1% | 3.9% | 3.6% | 6.9%
Cc1ccc(NC2=NCC(=O)N2Cc2ccc3c(c2)OCO3)cc1 | 7.7% | 3.1% | -3.4% | 0.9% | 4.7%
NC(=O)NCC12CC3CC(CC(C3)C1)C2 | -5.4% | 0.3% | 6.3% | 1.5% | x
COc1ccc(CC(=O)Nc2c(C(N)=O)oc3ccccc23)cc1OC | -17.4% | -14.9% | 6.7% | 2.7% | 2.8%
C=C(C)CN(Cc1ccccc1)C(=S)Nc1ccccc1 | -6.9% | -6.4% | 10.2% | i | -2.9%

Structural class: those above containing an NH in an aromatic ring
SMILES | PhoP GFP inhibition | H1N1 NS1A inhibition | H37Rv inhibition | VEEV TC-83 Vero | M. tuberculosis | others
COc1cccc(/C=N/n2c(C3CCCCC3)n[nH]c2=S)c1 | 0.1% | 3.7% | 7.2% | 2.2% | -14.6%
COC(=O)c1[nH]c2ccccc2c1NC(=O)C(C)N1CC(C)OC(C)C1 (centres undefined) | 6.6% | x | -0.1% | 0.1% | -6.3%
CC(C)N(CCCNC(=O)Cn1ncc2c([nH]c3ccccc32)c1=O)Cc1ccccc1 | 0.1% | -4.1% | 3.9% | 3.6% | 6.9%

Carrying on:
SMILES | PhoP GFP inhibition | H1N1 NS1A inhibition | H37Rv inhibition | VEEV TC-83 Vero | M. tuberculosis | others
Cc1ccc(NC(=O)C2COc3ccccc3O2)cc1S(=O)(=O)N1CCOCC1 (centres undefined) | x | -2.1% | -8.8% | 6.0% | 7.9%
COc1ccc(C2NC(=O)NC(O)(C(F)(F)F)C2C(=O)c2ccc(F)cc2)cc1 (centres undefined) | 0.4% | -0.3% | 0.4% | 0.4% | 9.8%
CC(Sc1nnc(NC2CCCCC2)s1)C(=O)N1CCOCC1 (centres undefined) | 3.1% | -3.4% | -3.0% | i | -2.7%
O=C(N=C1SC2CS(=O)(=O)CC2N1Cc1ccc(Cl)cc1)C1CCCO1 (centres undefined) | 4.4% | 5.0% | 0.7% | 0.6% | -1.7%
COC(=O)C1=C(C)NC(C)=C(C(=O)OCC2CCCO2)C1c1ccc(Cl)c([N+](=O)[O-])c1 (centres undefined) | 13.2% | -5.0% | 4.2% | 6.1% | 2.8%
COc1ccc(S(=O)(=O)N2CCOCC2)cc1NC(=O)COC(=O)C1CC2CCCC(C1)C2=O (centres undefined) | -4.7% | -8.8% | 4.5% | 8.7% | -1.4%
O=C(NC1CCCC1)c1noc2c1CCCCC2 | 8.6% | 0.7% | 0.4% | 6.7% | -15.7%
COc1cc(CNCc2ccccn2)ccc1OCc1ccc(Cl)c(Cl)c1 | -8.0% | 4.7% | u | 37.6% | u
O=C(NCCCN1CC1)Nc1cccc2ccccc12 | x | -10.3% | x | i | x
CC1=C(C(=O)N2CCc3ccccc32)C2(CCC(C)CC2)OC1=O (centres undefined) | -18.0% | 4.0% | 15.8% | 1.2% | 47.5%
O=C(CCCn1c(=O)[nH]c2cc(Cl)ccc2c1=O)NCCN1CCN(c2ccccc2)CC1 | -7.2% | 4.4% | 0.8% | 5.3% | 24.2%
CC1CN(CCC(=O)Nc2ccc3c(c2)OCO3)CC(C)O1 (centres undefined) | -4.0% | 1.7% | 4.4% | i | 8.7%
COc1ccc(CNC(=O)COC(=O)CC2CCCC2)cc1 | -0.7% | 5.6% | -6.0% | i | 79.7%
C=CCOC(=O)/C(=C\c1ccc(OC)cc1)NC(=O)c1ccco1 | -7.2% | -1.3% | -4.2% | 1.6% | 4.2%
CSCCC(NS(=O)(=O)c1ccc(Cl)cc1)C(=O)N1CCN(c2ccccc2)CC1 (centres undefined) | x | -4.4% | x | i | x
O=C(Oc1ccccc1C(=O)Oc1ccccc1)c1ccco1 | -13.0% | -0.8% | u | 1.0% | u
CCCC1=C(C(=O)OCC)C(c2ccccc2OCC)NC(=O)N1C (centres undefined) | 2.9% | 1.1% | -0.8% | 3.5% | 8.5%
CCOC(=O)C1CCN(C(c2cc3ccc(C)cc3[nH]c2=O)c2nnnn2C2CCCCC2)CC1 (centres undefined) | -0.6% | 3.9% | 60.3% | 11.0% | 25.8%
COc1ccccc1CNC(=O)CSc1ccc(C)cc1 | 5.0% | -0.3% | 10.2% | 2.9% | 25.7%
COc1ccc(NC(=O)CSc2nnc(Cc3cccn3C)n2CCc2ccccc2)cc1OC | -6.1% | 26.7% | -1.8% | 1.5% | 7.1%
COc1ccc(CNc2nc3c(c(=O)[nH]c(=O)n3C)n2Cc2ccccc2)cc1 | -0.5% | -3.5% | -0.5% | i | -8.9%
O=C1CC(N2CCC(n3c(=O)[nH]c4ccccc43)CC2)C(=O)N1Cc1ccccc1 (centres undefined) | 7.8% | 4.4% | -18.1% | 4.9% | u
O=C(NNC1=C(C(=O)C(F)(F)F)CCC1)c1ccccc1O | -28.4% | 4.7% | 59.3% | 0.9% | u
COc1ccccc1-c1cc(C(=O)Nc2c(C)n(C)n(-c3ccccc3)c2=O)no1 | 3.3% | 0.4% | 22.0% | 7.8% | 25.4%
O=C(CSc1ncnc2c1nnn2Cc1ccc(F)cc1)NC1CCCCC1 | -10.1% | 0.1% | 3.0% | 0.7% | -4.3%
O=C(NCc1ccc(F)cc1)C1CCC(CNc2c(N3CCCCC3)c(=O)c2=O)CC1 (centres undefined) | -1.5% | 0.8% | -4.7% | 0.1% | -13.7%
CC(=O)Nc1nc(N)n(-c2ccccc2)n1 | -0.5% | -4.0% | -3.1% | 0.3% | -12.2% | VEEV TC-83 Vero 10K pilot screen=1.8

Source: PubChem (Southern Research Specialized Biocontainment Screening Center)
